SUMO Mot1 rescue: inhibitors of SUMOylation pathway: yeast Mot1-301 growth rescue. S. cerevisiae Mot1-301 growth rescue, ATP luminescence, 38.5C; percent above DMSO median, 100 means doubled. growth rescue, % at 18.8 µM. 1% of 320,000 active;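 active = every valid replicate shows activation above 250% relative to neutral control wells; inactive = the rest, any valid replicate at or below 250%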;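 note: OY570 slx delta 5 strain wells were the positive control but not used for scaling; some compounds called inactive have numbers as strong as hits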
OPRM1-OPRD1 ag: agonists of human mu-delta opioid receptor heterodimerization; 0.3% of 340,000 active; cells, OPRM1-OPRD1 heterodimerization, luminescence; activation, % at 9.3 µM; in the data active = activation above about 18%;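 note: 0% = vehicle-treated cells and 100% = reference agonist; values of inactives mirror those of a sister screen read the other way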
Tat transport: blocks Tat-dependent protein export in E. coli; E. coli MC4100 TorA-mCherry Tat export, fluorescence; inhibition, % at 10 µM; 0.036% of 340,000 active;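 active = mean replicate inhibition at least 50% and at least half of replicates individually reaching 50%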;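 note: exported cargo escapes ClpAP degradation while cytoplasmic cargo is degraded and loses fluorescence; 0% = median of neutral control wells and 100% = median of NaSCN control wells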
OPRM1-OPRD1 inv: mu-delta opioid heterodimer inverse agonism; P35372+P41143; inhibition, % at 9.3 µM; cell-based MOR-DOR heterodimer luminescence; AID 504357; 0.21% of 340,000 active; in the data active = inhibition above about 22%, passing the limit was not always enough;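 note: 0% = cells with DMSO and 100% = wells without cells with DMSO; values of inactives mirror those of a sister screen read the other way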
PKA-R2B activ: activators of human PKA-R2B complex | PKA-R2B holoenzyme dissociation, Cy5-IP20 fluorescence polarization; R2B truncated from residue 108, S112A mutant; 0% DMSO only, 100% 113 µM cGMP | activation, % at 11.4 µM | P22694+P31323 | 0.079% of 340,000 active;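 active = activation above a cutoff set at the mean over all compounds plus 3 SD, cut at about 18% in these data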;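 note: higher means more holoenzyme dissociation and a rise in polarization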
Target sequence (P31323 whole entry, looked up, other chains not shown, the tested form may be a part): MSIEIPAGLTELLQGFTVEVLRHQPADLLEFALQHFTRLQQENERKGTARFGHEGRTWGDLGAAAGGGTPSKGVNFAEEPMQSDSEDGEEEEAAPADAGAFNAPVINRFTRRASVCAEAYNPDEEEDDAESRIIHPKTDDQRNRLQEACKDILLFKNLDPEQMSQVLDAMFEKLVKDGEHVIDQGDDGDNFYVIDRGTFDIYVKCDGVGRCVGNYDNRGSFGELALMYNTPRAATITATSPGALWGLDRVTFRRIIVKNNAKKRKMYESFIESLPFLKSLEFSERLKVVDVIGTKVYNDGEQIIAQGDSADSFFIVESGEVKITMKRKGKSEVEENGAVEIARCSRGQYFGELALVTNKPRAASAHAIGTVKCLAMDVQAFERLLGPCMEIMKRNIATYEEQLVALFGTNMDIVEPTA
E coli growth: counter-screen for AddAB inhibitors: E. coli growth inhibition; E. coli V3065 growth, OD600 absorbance, 18 h; inhibition, % at 11.9 µM; 0.27% of 330,000 active; AID 449728;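 active = inhibition above the campaign's mean inhibition across all tested compounds plus 3 SD, cut at about 9.9% in these data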;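 note: uninfected addAB+ strain grown without phage in ampicillin broth; 0% = DMSO wells and 100% = ciprofloxacin 0.95 µg/ml wells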
PKA-R1A activ: activators of PKA-R1A complex. P00514+P68181. PKA-R1A dissociation, Cy5-IP20 fluorescence polarization; scaled: DMSO 0%, 113 µM cGMP 100%. activation, % at 11.4 µM. 0.083% of 340,000 active. AID 504707;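 active = percent activation above the mean of all tested compounds plus 3 SD, cut at about 19% in these data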;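 note: higher means more PKAc released from R1A so a rise in polarization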
phage Ecoli inh: E. coli growth loss with phage present; growth absorbance; inhibition, % at 11.9 µM; 0.26% of 360,000 active; AID 651602; in the data active = inhibition above about 11%
HTR5A inv ctr: HTR5A inverse agonism, opioid heterodimer counter-screen; 0.083% of 340,000 active; inhibition, % at 9.3 µM; HTR5A cell line, luminescence; in the data active = inhibition mostly above about 23%, no sharp cut-off; inactive = mostly below about 18%;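 note: 0% = cells with DMSO and 100% = no-cell wells with DMSO; some compounds called inactive have numbers as strong as hits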
Target sequence (P47898 whole entry, looked up): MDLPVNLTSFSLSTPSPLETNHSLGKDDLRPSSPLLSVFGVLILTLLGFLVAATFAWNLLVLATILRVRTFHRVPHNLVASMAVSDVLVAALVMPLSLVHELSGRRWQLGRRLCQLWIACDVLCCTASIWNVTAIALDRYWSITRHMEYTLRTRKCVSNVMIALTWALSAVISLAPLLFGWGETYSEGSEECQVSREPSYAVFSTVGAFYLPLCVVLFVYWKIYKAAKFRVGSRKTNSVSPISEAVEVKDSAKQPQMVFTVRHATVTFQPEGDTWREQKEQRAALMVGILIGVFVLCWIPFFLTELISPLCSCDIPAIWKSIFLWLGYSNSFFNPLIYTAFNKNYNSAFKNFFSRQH
PfHsp90 yeast 2: inhibits growth of yeast expressing Plasmodium falciparum Hsp90; inhibition, % at 9.4 µM; 0.32% of 310,000 active; S. cerevisiae expressing PfHsp90, BacTiter-Glo ATP, 48 h; yeast lacking PDR1 and PDR3 efflux regulators;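 active = every replicate shows inhibition above about 80%, whatever the replicate mean, limit read from the data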;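 note: 0% = DMSO neutral controls and 100% = 20 µM radicicol positive controls; yeast relying on Plasmodium falciparum Hsp90 in place of its own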
AddAB inh: less growth of phage-infected E. coli with AddAB | 0.29% of 330,000 active | E. coli expressing H. pylori AddAB, absorbance growth | inhibition, % at 11.9 µM; in the data active = inhibition above about 12%;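 note: 0% = vehicle wells of infected cells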
The depositor's hits bear a star; . = no result given.

SMILES | SUMO Mot1 rescue | OPRM1-OPRD1 ag | Tat transport | OPRM1-OPRD1 inv | PKA-R2B activ | E coli growth | PKA-R1A activ | phage Ecoli inh | HTR5A inv ctr | PfHsp90 yeast 2 | AddAB inh
Cc1ccccc1-c1nc(CS(=O)CC(=O)NCCCN(C)c2ccccc2)c(C)o1 (stereo not drawn) | -13 | -2.2 | -2 | 11 | 1 | 0.7 | -7 | -0.9 | 3 | -51 | 5.9
Cc1ccc(NC(=O)c2cccc(OCc3c(C)noc3C)c2)cc1 | 14 | 4.4 | 3 | -25 | -9 | -1.2 | 0 | 1.1 | -36 | -10 | 0.5
Cc1ccc(CC(=O)NCCS(=O)c2ccc(C)cc2)cc1 (stereo not drawn) | -6 | -2.4 | -2 | 12 | 10 | -1.6 | -1 | 2.4 | 20 | -9 | 0.7
CCOC(=O)C1CCN(C(=O)C(=O)Nc2ccc3nc4n(c(=O)c3c2)CCCCC4)CC1 | 13 | -2.6 | -1 | 14 | 2 | 2.2 | -7 | 1.4 | -33 | 20 | -2.1
CC1=CC(c2ccccc2)=NS(=O)(=O)N1 | . | -3.9 | -2 | 19 | 5 | 0.9 | -1 | 2.4 | -5 | 3 | 1.1
CN(C)C(=S)NC(=NCc1ccc([N+](=O)[O-])cc1)c1ccccc1 | -4 | -4.4 | -6 | 22 | -6 | -0.7 | 13 | -3.3 | -10 | -13 | 1.2
CCCC(=O)N1CCC(Cc2ccccc2)CC1 | 3 | -1.5 | -3 | 7 | 10 | 0.3 | 3 | 1.1 | -12 | -3 | 0.2
CCC(CC)C(=O)Nc1cccc(C(=O)NCc2ccco2)c1 | -2 | -0.8 | 0 | 4 | -9 | 2.1 | 1 | 1.4 | 14 | 6 | 3.1
O=C(CN1CCN(c2ccccc2)CC1)N1CCN(c2ccccc2)CC1 | 4 | -1.8 | -2 | 10 | 1 | -4.4 | -2 | 1.4 | -4 | 15 | -1.9
CN1C(C)(C)CC(NC(=O)c2ccco2)CC1(C)C | 7 | 0.7 | -6 | -4 | 2 | -1.0 | 1 | 0.6 | -8 | -36 | 3.2
CCOc1ccccc1C(=O)NC(C)c1ccc(-n2ccnc2)cc1 (stereo not drawn) | 5 | 0.2 | -7 | -1 | -9 | 0.8 | 6 | 0.1 | -9 | 31 | 0.6
COc1ccccc1C(c1nnnn1C(C)(C)C)N1CCN(C(=O)c2ccco2)CC1 (stereo not drawn) | 520 | -3.8 | -5 | 17 | -9 | 0.4 | -3 | 2.9 | -26 | 8 | 0.3
CSc1ccccc1NC(=O)c1onc(C)c1Cl | -20 | -1.0 | -9 | 6 | -12 | -0.3 | -7 | 0.1 | 0 | -31 | -1.4
COc1ccc(Br)cc1C(=O)NCc1cccnc1 | 1 | -1.7 | 1 | 9 | -2 | -0.4 | 3 | 1.8 | 2 | 1 | -0.7
CCc1cccc(CC)c1NC(=O)CO/N=C(\C)c1cccs1 | 1 | 2.2 | 0 | -10 | 2 | -2.6 | -9 | 2.4 | 0 | -9 | -2.0
COc1cccc(OC)c1C(=O)OCC(=O)Nc1ccc(OC(F)(F)F)cc1 | -8 | 0.2 | -3 | -1 | 2 | -1.8 | -7 | 2.6 | 27 | -21 | -0.5
CC1C(=O)N2CCCc3cc(NC(=O)C4CCCCC4)cc1c32 (stereo not drawn) | 4 | -2.2 | 2 | 14 | 4 | 0.4 | 1 | 2.4 | -12 | . | 0.6
CC(=O)N1CCN(CC(=O)Nc2c(Cl)cc(Cl)cc2Cl)CC1 | -7 | -1.3 | -10 | 8 | 3 | -0.2 | -4 | 1.1 | -4 | -4 | -0.1
CC(C)CC(NC(=O)C(CC(C)C)NC(=O)OC(C)(C)C)C(N)=O (stereo not drawn) | 7 | -1.7 | 2 | 10 | 0 | 3.9 | 1 | 1.2 | -8 | 7 | 0.0
O=C(/C=C/c1ccco1)NC(=S)Nc1ccc(Cl)cn1 | 9 | -1.0 | 5 | 5 | -9 | 1.1 | -3 | 3.0 | 2 | . | 3.0

Three compounds already listed, ordered by the number in PKA-R1A activ, rising:
molecule | PKA-R1A activ
CCc1cccc(CC)c1NC(=O)CO/N=C(\C)c1cccs1 | -9
CC1C(=O)N2CCCc3cc(NC(=O)C4CCCCC4)cc1c32 (stereo not drawn) | 1
CCOc1ccccc1C(=O)NC(C)c1ccc(-n2ccnc2)cc1 (stereo not drawn) | 6

The listing continues:
SMILES | SUMO Mot1 rescue | OPRM1-OPRD1 ag | Tat transport | OPRM1-OPRD1 inv | PKA-R2B activ | E coli growth | PKA-R1A activ | phage Ecoli inh | HTR5A inv ctr | PfHsp90 yeast 2 | AddAB inh
CCC(C)c1ccccc1N1CC(C(=O)N2CCN(S(=O)(=O)c3ccccc3Br)CC2)CC1=O (stereo not drawn) | 3 | -1.6 | 4 | 8 | -10 | 2.4 | -5 | 0.0 | 17 | . | 0.7
COc1cccc(NC(=O)CN2CCSc3ccccc32)c1 | -4 | 0.3 | 8 | -2 | 8 | -0.8 | -4 | 5.6 | 4 | -14 | 0.7
C[C@H](CO)N1C[C@H](C)[C@@H](CN(C)C)Oc2c(NS(=O)(=O)c3cn(C)cn3)cccc2C1=O | -12 | -1.2 | -9 | 5 | -4 | 1.6 | -7 | 4.0 | -11 | -6 | 4.7
CCC(CC)C(=O)NCc1cccnc1 | -17 | -1.7 | 3 | 8 | -4 | -0.7 | -3 | -3.6 | 7 | 5 | 3.2
O=C(CCc1ccc(S(=O)(=O)N2CCOCC2)cc1)NCCc1ccccn1 | 7 | -3.1 | 1 | 15 | 8 | 1.0 | 14 | 1.9 | 11 | . | 0.3
Cc1ccc(CCC(=O)Nc2ccc(Br)cc2)o1 | 13 | 0.7 | 6 | -3 | 5 | . | 3 | 4.9 | -6 | 15 | .
O=C(COc1ccc([N+](=O)[O-])cc1)Nc1ccc2c(c1)nc1n2CCOC1 | -5 | -1.7 | 3 | 9 | -6 | 0.6 | -8 | 2.7 | -15 | 11 | 1.7
O=C(NC(=S)Nc1ccccc1Cl)c1csnn1 | -3 | -7.0 | 25 | 32 | -7 | 0.9 | -8 | 1.0 | -16 | 8 | 2.9
Cc1ccc(CNC(=S)NC2CCC(C(C)(C)C)CC2)cc1 (stereo not drawn) | -19 | 2.6 | 0 | -14 | -5 | . | 3 | 7.3 | -5 | -71 | .
CCC(=O)c1ccc(OCC(=O)OCC(=O)Nc2ccc3c(c2)OCCO3)cc1 | -2 | -0.7 | -3 | 3 | -4 | 0.4 | -16 | 2.7 | -2 | 12 | 1.0
Clc1ccc(OCc2cn3cccnc3n2)c2ncccc12 | . | 1.2 | -11 | -7 | 6 | . | 3 | 2.3 | 10 | 19 | .
O=C(Nc1cccc(C(=O)N2CCOCC2)c1)c1cccnc1 | 4 | -1.4 | 6 | 8 | 2 | 0.1 | 4 | 1.5 | 18 | -36 | 1.1
COc1cc(NC(=O)c2c(F)cccc2F)nc(OC)n1 | 1 | -0.9 | 9 | 5 | 0 | -0.8 | -4 | . | -4 | -14 | 1.3
C=CCN1C(=O)/C(=C2/Sc3ccccc3N2CCCS(=O)(=O)O)SC1=S | -3 | -4.0 | -12 | 17 | -12 | -0.5 | -11 | 1.0 | -7 | 8 | 2.2
CC(=O)N(CCc1cccc(C)c1)Cc1cc2ccc(C)cc2[nH]c1=O | 2 | -1.2 | 5 | 6 | 14 | -2.3 | 4 | -0.2 | -21 | 6 | 0.8
COc1cc2c(cc1OC)CN(C(=O)CN1C(=O)NC3(CCCCC3C)C1=O)CC2 (stereo not drawn) | . | -2.4 | 0 | 12 | 1 | . | 0 | -0.5 | -12 | . | .
Cc1ccc(NC(=O)NCc2ccc3c(c2)OCO3)cc1C | -2 | -0.1 | 4 | 0 | -13 | 0.1 | -9 | 5.5 | 15 | -12 | -0.6
CC(=O)N1CCN(C(=S)NC(=O)c2ccc(S(=O)(=O)N3CCOCC3)cc2)CC1 | -8 | -1.5 | -5 | 9 | -2 | 0.9 | -10 | 4.0 | -4 | 1 | 2.7
O=C(Nc1cc(Cl)ccc1N1CCOCC1)c1ccc(F)c(S(=O)(=O)N2CCOCC2)c1 | 4 | -2.1 | 1 | 8 | 11 | 3.2 | -1 | 1.1 | 4 | . | 0.4
COc1ccccc1NS(=O)(=O)c1cccc(NS(=O)(=O)c2cc(C(=O)O)ccc2OC)c1 | -17 | 0.0 | -1 | 0 | -10 | -0.5 | 6 | -1.2 | -19 | 11 | 0.2
N#Cc1cccc(CN2CCCN(Cc3ccc(F)cc3)S2(=O)=O)c1 | 162 | 2.6 | 19 | -12 | -13 | -2.4 | 0 | 1.0 | 0 | 6 | -0.2
Nc1ccccc1-c1ccc([N+](=O)[O-])cc1 | . | -1.6 | -1 | 8 | -2 | . | 1 | 2.3 | -4 | 6 | .
COC(=O)[C@H]1C[C@H](C(=O)O)[C@@H](C)C1(C)C | 6 | 0.1 | 0 | -1 | -7 | 7.0 | -5 | 2.5 | 2 | 15 | 3.0
CC(C)(C)n1cnc2cc(NS(=O)(=O)c3ccc(Br)cc3)ccc21 | -21 | -0.9 | 4 | 4 | 3 | 0.7 | 0 | 0.9 | 13 | -3 | 6.1
CCn1cc([N+](=O)[O-])c(C(=O)Nc2nc3ccc(OC)cc3s2)n1 | 7 | -0.8 | -1 | 6 | 1 | -0.3 | 10 | 2.9 | 12 | 11 | 2.7
CCCC(c1nnnn1CCc1ccccc1)N1CCN(C2CCCC2)CC1 (stereo not drawn) | . | -2.3 | -19 | 14 | -11 | 1.1 | 2 | 1.1 | -20 | -8 | 0.7
O=S1(=O)CCC(S(=O)(=O)N2CCCCCC2)C1 (stereo not drawn) | . | -1.9 | -4 | 11 | 8 | -2.1 | -5 | 2.9 | -3 | 4 | -0.6
CCc1c(C)[nH]c2ccc(OC)cc2c1=S | . | -2.6 | 8 | 14 | -10 | . | -5 | 4.4 | -10 | 2 | .
O=C(N/N=C/CCc1ccccc1)c1ccc(CN2c3cccc4cccc(c34)S2(=O)=O)cc1 | 11 | -0.5 | -17 | 3 | -10 | -1.6 | -9 | 2.8 | 3 | 13 | 3.4
Cc1ccc(CNCc2ccccc2Cl)cc1 | 212 | 3.1 | 0 | -18 | -7 | 0.7 | 0 | 3.3 | 9 | -7 | 5.7
CC(C)CN1CCN(C(=O)CCc2nnc(Cc3c[nH]c4ccccc34)o2)[C@@H](C)C1=O | -15 | -3.2 | -7 | 17 | -14 | . | -9 | 1.5 | 5 | 11 | .
COc1nc(C)ccc1-c1noc(-c2cccnc2)n1 | 10 | -1.0 | 12 | 5 | 0 | -2.1 | -2 | 0.0 | 4 | -10 | 0.7
O=C(CN1C(=O)NC(Cc2ccccc2)C1=O)Nc1ccccc1F (stereo not drawn) | -5 | -3.5 | 0 | 14 | 14 | 2.6 | -10 | 0.8 | -7 | -4 | 3.7
CCCCCCNc1nc(-c2ccc(OC)cc2)c(CCC(=O)O)s1 | 185 | -0.4 | 4 | 2 | 1 | 1.9 | 5 | 1.3 | -5 | -10 | 1.4
CCOC(=O)c1c(S(=O)(=O)N2CCN(Cc3ccccc3)CC2)c(C)n(C)c1C | 14 | -2.4 | -5 | 12 | -5 | 3.0 | -15 | -1.8 | -18 | 7 | 4.1

High-throughput results from PubChem BioAssay.
